NCF1 inh: inhibitors of human p47phox binding; p47phox/p22phox peptide binding, fluorescence polarization, 2 h; hit rate 0.53% among 220,000; AID 1274; P14598; inhibition, % at 24.7 µM;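 active = inhibition above about 30%, limit read from the data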;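 also: 0% = p47phox with labelled peptide and 100% = labelled peptide alone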
Target sequence (P14598 whole entry, looked up): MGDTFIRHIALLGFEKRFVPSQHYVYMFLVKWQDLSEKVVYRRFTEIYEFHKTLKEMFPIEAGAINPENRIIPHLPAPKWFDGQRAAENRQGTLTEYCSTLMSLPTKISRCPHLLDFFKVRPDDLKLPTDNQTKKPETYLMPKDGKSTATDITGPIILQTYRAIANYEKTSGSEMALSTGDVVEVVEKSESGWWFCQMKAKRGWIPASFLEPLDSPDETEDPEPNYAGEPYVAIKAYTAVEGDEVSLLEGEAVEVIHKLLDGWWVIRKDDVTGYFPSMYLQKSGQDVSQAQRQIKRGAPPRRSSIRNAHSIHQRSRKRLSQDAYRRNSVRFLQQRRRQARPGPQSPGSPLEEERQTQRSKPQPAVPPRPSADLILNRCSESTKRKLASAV
PPC-1+TRAIL kill: compounds killing PPC-1 cancer cells with TRAIL present (potentiator screen, no TRAIL-free arm) | hit rate 0.41% among 220,000 | PPC-1 cells + TRAIL, ATPLite viability luminescence | AID 1443 | cell killing (% activity), % at 4 µM;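 active = cell killing above 50% in the first pass at 4 µM, then a duplicate retest at 5 µM averaging 50% or more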;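 also: plate controls were cells with TRAIL plus DMSO for no effect and medium-only wells lacking cells for full effect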
EBV gp42 block: EBV gp42 inhibition; hit rate 0.42% among 220,000; inhibition, % (tested at 21.74 µM); Fluorescence polarization binding assay, mP read-out; AID 1085; in the data active = inhibition above about 50%
TRPML3 agonist: agonists of human TRPML3 channel. Q8TDD5. HEK293 TRPML3-YFP, Fluo-8 calcium fluorescence; 100% = the carbachol control signal. activation, % at 3 µM. hit rate 0.29% among 220,000. AID 1448;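 active = activation above its plate's cutoff, the mean activation of the plate's test wells plus 3 SD, cut at about 12% in these data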;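 also: 0% = DMSO only wells and 100% = carbachol wells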
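Material: HEK293 cells stably carrying human TRPML3-YFP; compound dosing: single dose, 3 µM final nominal compound, 0.3% DMSO final; incubation: 1-h 37 °C dye load, 5-s basal, 120-s post-compound reads; technique: Fluo-8 intracellular calcium fluorescence, excitation 470-495 nm, emission 515-575 nm; read-out basis: percent activation from peak-to-basal fluorescence ratio, scaled between DMSO and carbachol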
CHOP inh: inhibitors of CHOP induction in ER stress response. CHO-K1 CHOP-promoter luciferase, tunicamycin-induced, 15-18 h. inhibition, % at 10 µM. hit rate 3.8% among 220,000;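 active = compounds that reduced the stress-induced luciferase reporter signal by more than about 70% of percent inhibition, limit read from the data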;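 also: 0% = tunicamycin plus vehicle and 100% = wells without tunicamycin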
TNF death inh: TNF-alpha cell death inhibition in Jurkat FADD-/- cells. Jurkat FADD-/- TNF necroptosis rescue, ATP luminescence, 24 h; 0 = TNF only, 100 = no-TNF cells. activation (protection from cell death), % at 10 µM. AID 463075. hit rate 0.068% among 220,000;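 active = activation, meaning protection from cell death, of at least 50% relative to plate controls; inactive = activation below 50%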;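 also: necroptosis triggered by 40 ng/mL TNF-alpha added together with compound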
Runt-SMMHC FRET: Runt domain-CBFb-SMMHC interaction inhibition. Q01196+Q13951. Cerulean-Runt/Venus-CBFb-SMMHC FRET ratio 530/480, 1 h. inhibition, % at 20 µM. hit rate 0.74% among 220,000;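 active = mean inhibition across duplicate retests at 20 µM reaching about 50%, limit read from the data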;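 also: 0% = DMSO wells and 100% = wells with excess untagged CBFb-SMMHC; inhibitors lower the FRET ratio by blocking Runt binding to CBFb-SMMHC; some results filed as inactive read as strong as hits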
Target sequence (Q01196 whole entry, looked up, the tested form may be a part): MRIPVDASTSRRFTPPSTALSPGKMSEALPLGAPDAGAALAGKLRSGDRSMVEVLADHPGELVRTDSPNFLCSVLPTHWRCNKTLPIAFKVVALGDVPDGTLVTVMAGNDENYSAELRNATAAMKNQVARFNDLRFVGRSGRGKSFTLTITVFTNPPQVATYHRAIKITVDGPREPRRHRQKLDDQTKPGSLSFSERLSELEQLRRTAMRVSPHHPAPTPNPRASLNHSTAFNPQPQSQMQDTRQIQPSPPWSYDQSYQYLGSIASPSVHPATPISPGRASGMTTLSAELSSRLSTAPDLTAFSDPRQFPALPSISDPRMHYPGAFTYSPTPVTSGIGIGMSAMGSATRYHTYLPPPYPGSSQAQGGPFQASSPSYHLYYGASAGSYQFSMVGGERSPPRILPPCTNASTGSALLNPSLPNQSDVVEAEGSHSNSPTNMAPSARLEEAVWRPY
Target sequence (Q13951 whole entry, looked up, the tested form may be a part): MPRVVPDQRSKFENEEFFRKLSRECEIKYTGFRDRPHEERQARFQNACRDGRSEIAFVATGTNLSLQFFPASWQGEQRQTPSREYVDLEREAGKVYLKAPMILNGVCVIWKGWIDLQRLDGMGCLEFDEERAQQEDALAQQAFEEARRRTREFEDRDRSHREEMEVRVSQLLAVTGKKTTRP
MDM2 E3 inh: inhibitors of human Mdm2 E3 ubiquitin ligase. signal enhancement, % at 5 µM. cell-based MDM2 ubiquitination luciferase reporter, 2 h; 0 = plate control, 100 = twice control, blank-subtracted. hit rate 0.11% among 210,000. AID 1230;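 active = signal enhancement of 30% or more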;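 also: luminescence tracks abundance of the self-degrading MDM2-luciferase fusion protein; higher signal means inhibition of MDM2 E3 ligase activity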
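Timing – 2 h compound exposure at 37 °C · Assay system – mammalian cells stably expressing self-ubiquitinating, self-degrading MDM2 E3–luciferase fusion · Amount – 2000 cells seeded into each well · Measure – % luminescence enhancement versus blank-corrected plate control mean · Measured by – SteadyLite luminescence, 15 min reagent step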
TRPN1 ag: agonists of zebrafish TRPN1 channel; HEK293 zebrafish TRPN1-YFP, Fluo-8 calcium fluorescence; 100% = response to 87 µM carbachol; activation, % at 3 µM; hit rate 0.18% among 220,000; AID 1424;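 active = activation above its plate's cutoff, the mean activation of test wells on that plate plus 3 SD, cut at about 19% in these data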;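 also: 0% = DMSO alone and 100% = 87 µM carbachol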
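Material: zebrafish TRPN1-YFP in HEK293 cells; Doses: single test compound dose, 3 µM nominal, 0.3% DMSO; Timing: dye loading 1 h at 37 °C, then 30 min room temperature; Technique: intracellular calcium fluorescence with Fluo-8; Benchmarks: high carbachol 87 µM, low DMSO alone.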
Active calls of the source: *; nt = not tested or not shown.

smiles	NCF1 inh	PPC-1+TRAIL kill	EBV gp42 block	TRPML3 agonist	CHOP inh	TNF death inh	Runt-SMMHC FRET	MDM2 E3 inh	TRPN1 ag
CN(C)C=Nc1ccccc1C1C=NNC1=O (centres undefined)	-13	-12	-14	0.9	-1	-3.2	-1	-10	-0.1
Cc1cc(C)cc(OCc2nnc(N)s2)c1	4	-13	-4	0.9	-1	1.5	3	-4	2.1
Cc1ccc2[nH]c(=O)c(NC(N)=S)nc2c1	-11	-14	-5	-0.2	25	-4.1	6	-8	-0.1
CCCS(=O)(=O)c1c(S(=O)(=O)CCC)c2cc(CC)ccn2c1C(=O)OC	-3	8	1	-0.3	-13	-3.9	1	-7	-1.3
CCCc1nc(SCC(=O)Nc2ccccc2)c2c(=O)n(C)c(=O)n(C)c2n1	-14	10	-4	0.7	99*	-1.9	6	-17	1.1
O=C(COC(=O)C1=COCCO1)NC1CCCCCCC1	-1	9	-10	1.0	7	1.8	0	1	-0.4
COc1ccc(S(=O)(=O)N2CCC(C(=O)NCCc3ccccc3)CC2)cc1OC	-3	23	-4	0.6	-2	-1.0	4	-19	-1.3
CC(=O)Nc1ccc(NC(=O)C(C)OC(=O)CN(C)S(=O)(=O)c2ccc(Cl)cc2)cc1 (centres undefined)	0	23	-17	0.5	-25	1.6	0	-14	-0.8
O=c1c2ccccc2cnn1Cc1n[nH]c(=S)n1C1CC2CCC1C2 (centres undefined)	-8	20	-9	-0.2	17	0.2	6	-53	0.2
CCCCCOC(=O)Cn1c(SCC(=O)Nc2ccccc2)nc2c1c(=O)[nH]c(=O)n2C	-7	9	-15	-0.1	1	1.7	5	8	0.2
COc1ccc2[nH]c(=O)c(CN(Cc3cccs3)Cc3nnnn3C(C)(C)C)cc2c1	-11	15	4	-0.1	47	0.3	2	-11	0.2
COc1ccc(-n2nc([N+](=O)[O-])c(=NCCc3ccc(Cl)cc3)n2O)cc1	-6	14	18	-1.2	34	-5.4	1	1	0.2
Cc1onc(-c2ccccc2)c1C(=O)Nc1ccc(S(=O)(=O)N2CCCC2)cc1	0	nt	0	0.6	9	1.6	nt	3	2.2
COc1ccc(-c2nnc(SCc3ncc(-c4ccccc4)o3)o2)cc1	-1	9	-4	-0.3	67	-0.5	4	-12	-0.8
Cc1cc(/C([O-])=C(/C(=S)Nc2ccccc2)[n+]2ccccc2)c(C)n1-c1ccccc1	-17	7	-11	1.4	11	-4.3	3	-16	1.1
O=C(O)c1ccc(CSCc2ccccc2F)o1	-6	10	-9	0.8	20	0.0	-1	7	0.9
CCC(C)(C)NC(=O)c1cc([N+](=O)[O-])ccc1N1CCOCC1	-7	5	-7	0.1	9	1.5	-131	nt	-1.1
C=CCN1CC2CC3(COc4cc(C)cc(C)c4)C=CC2(O3)C1=O (centres undefined)	-5	8	-14	-1.4	-15	2.4	1	-5	-2.0
CC(C)(C)c1[nH]nc2c1C(c1ccsc1)C(C#N)=C(N)O2 (centres undefined)	-10	nt	-1	0.5	27	-1.4	nt	-5	2.4
CCCC(=O)Nc1nc(C)c(-c2csc(Nc3ccccc3C)n2)s1	-41	10	0	0.5	27	-0.3	1	-17	0.2
COc1cc(/C=N/Nc2cccc3cccnc23)cc(OC)c1O	-14	15	-14	-0.2	-19	3.1	4	-25	0.1
CCCCn1c(SCC(=O)NCc2ccco2)nc2ccc(N3CCOCC3)cc2c1=O	-11	0	-13	0.1	-33	1.9	-2	-12	-0.2
CCC1Oc2ccccc2N(CC(=O)NCCCN2CCN(Cc3ccccc3)CC2)C1=O (centres undefined)	-1	-13	1	1.8	-24	0.1	6	-11	-1.1
COC(=O)c1cc(C(=O)CSc2nc(C)cc(C)n2)ccc1O	8	16	-2	-0.6	5	-0.3	-5	0	-0.5
NS(=O)(=O)c1ccc(N/N=C/c2ccc(O)cc2O)c([N+](=O)[O-])c1	-14	16	7	-0.1	11	-15	0	-2	-0.3
CCCCNC(=O)CSc1nnc(NC(C)=O)s1	4	-8	-3	0.8	-3	1.8	2	-5	-0.5
Cc1ccc(S(=O)(=O)c2cc3c(=O)n4ccccc4nc3n(Cc3ccco3)c2=N)cc1	-42	8	49	-0.6	-70	-2.7	nt	-2	2.1
Cc1sc(NC(=O)C2CCCCC2C(=O)O)c(C(N)=O)c1-c1ccc(C(C)C)cc1 (centres undefined)	-5	-4	0	-0.9	-9	-4.1	-3	10	2.7
CC1CCN(CCOc2ccc(Cl)c(Cl)c2)CC1	-9	21	-8	0.8	-8	3.9	3	-4	0.4
O=C(CCn1cnnn1)Nc1ccc(Cl)cc1Cl	2	17	14	1.2	14	0.0	1	-4	0.6
O=C(CCCn1c(SCc2cccc(F)c2)nc2ccccc2c1=O)NCC1CCCO1 (centres undefined)	-10	4	-10	1.0	39	0.1	-7	-7	-0.6
COC(=O)c1cc(-c2ccccc2)c2c(=O)n(C)c(=O)n(C)c2n1	-1	7	-6	0.9	0	-0.8	-2	-7	0.1
O=C(CSc1nncn1-c1ccccc1)Nc1cc(Cl)cc(Cl)c1	-25	11	-23	0.4	25	2.3	-2	-16	-0.3
COc1cccc(C(=O)N/N=C/c2ccc(Oc3ccc([N+](=O)[O-])cn3)c(OC)c2)c1	-14	22	-56	1.4	6	1.0	5	1	4.0
COc1ccc(OCC(=O)Nc2nccs2)cc1	0	48	-7	0.0	4	0.4	-2	-55	1.3
COC(=O)N/N=C\c1ccc(OC(=O)c2ccco2)cc1	10	nt	5	0.3	0	-0.1	-2	-13	0.0
CC(=O)c1cc2c(cc1NC(=O)c1ccco1)OCCO2	-2	3	-6	0.8	-3	-3.1	2	-14	0.2
COC(=O)[C@H](C)NC(=O)Nc1ccc(C)c(C)c1	2	-14	-9	0.3	9	-4.3	-2	-10	1.3
O=C1N=c2ccccc2=C1c1sc(Nc2ccc(O)cc2)nc1O	-77	9	63*	0.1	-22	-0.1	-3	3	0.2
CC(=O)N(C(C)=O)c1nc(-c2ccccc2)cn1/N=C/c1ccccc1	14	5	3	-0.8	-28	2.9	1	-3	-3.0
Cn1cccc1/C=N/N1CCN(Cc2cccc3ccccc23)CC1	4	6	8	1.0	12	0.0	-1	6	-1.3
NS(=O)(=O)c1ccc(CCNC(=O)CSc2nc3ccsc3c(=O)n2CCCCCC(=O)O)cc1	4	22	0	0.6	-2	0.0	-1	-22	0.9
Cc1ccccc1C(=O)Nc1sc(C)c(C)c1C(=O)c1ccccc1	-17	2	6	-0.6	58	-3.6	-8	-19	-2.2
NS(=O)(=O)c1ccc(N/N=C2/CCCc3ccccc32)c([N+](=O)[O-])c1	1	16	0	0.6	1	-2.2	-6	-5	-0.9
Cc1cccc(NC(=O)Cc2noc3ccccc23)c1	2	39	-16	-0.2	-1	4.7	2	3	-1.7
O=C(COC(=O)c1ccccc1Oc1ccccc1)NC1CCS(=O)(=O)C1 (centres undefined)	-5	-11	-16	-0.8	-6	-0.9	0	-5	0.5
COc1ccc(OCC(=O)NNC(=O)c2cccnc2)cc1	5	25	-15	0.6	-26	-1.6	-7	-16	-0.1
CC1=CC(=Nc2c(C)n(C)n(-c3ccccc3)c2=O)C=C(C)C1=O	-13	7	-7	0.6	-72	-4.7	4	-14	-0.4
Cc1ccnc(NS(=O)(=O)c2ccc(NC(=O)C3CCCCC3)cc2)n1	-46	18	-4	0.8	27	-1.3	-1	1	0.0
COC(=O)Cc1[nH]nc2c1C(C1C=CCCC1)C(C#N)=C(N)O2 (centres undefined)	-9	6	-17	-0.6	36	-5.4	2	-4	-0.3
CCCCOc1ccc(NC(=O)C2CC=CCC2C(=O)O)cc1 (centres undefined)	nt	-10	nt	0.5	nt	0.0	-2	nt	0.5
COc1ccc(N(CC(=O)Nc2ccc3c(c2)OCO3)S(C)(=O)=O)c(OC)c1	7	-6	-27	0.1	-3	1.2	-1	-22	1.1
CCN1CCN(c2cc(C)c3cc(NC(=S)N4CCCC4)ccc3n2)CC1	0	15	0	-0.2	10	2.9	5	2	0.2
O=C1CN(C(=O)CNCc2ccccc2)c2ccccc2N1	-1	5	-1	0.9	11	1.0	-3	-6	-1.1
Cc1cccc(C(=O)Nc2sc(C)c(-c3ccccc3)c2C#N)c1	-58	29	2	1.9	-32	1.2	4	-24	1.1
CN(CC(=O)NCc1ccncc1)S(=O)(=O)c1ccc(Cl)cc1	3	28	-16	1.1	10	0.6	0	-1	1.9
CC12COC3(C(=O)Nc4ccc(Cl)cc4)CC1CCC32C (centres undefined)	-8	-10	5	0.2	-25	2.1	4	8	-1.8
CCc1c(O)nc(SCC(=O)NC(C)(C)C)n(-c2ccccc2)c1=O	-11	14	-15	0.8	11	-0.9	-4	-1	-0.1
CCOC(=O)c1c(NC(=O)CCC(=O)O)sc2c1CCCCC2	-4	18	-16	-0.1	-5	2.8	4	-2	0.6
COn1c(SCc2ccc(C)cc2C)nc2ccccc2c1=O	-9	-13	-16	-0.3	-14	-4.1	-3	-24	1.3

Carrying on:
smiles	NCF1 inh	PPC-1+TRAIL kill	EBV gp42 block	TRPML3 agonist	CHOP inh	TNF death inh	Runt-SMMHC FRET	MDM2 E3 inh	TRPN1 ag
CC(=O)Nc1ccc(OCC(O)Cn2nc(C)c(C(C)=O)c2C)cc1 (centres undefined)	-10	10	-11	-0.2	36	-0.4	2	11	1.1
CCOc1ccc(-c2[nH]ncc2Oc2ccccc2OC)c(O)c1	-5	11	2	-1.2	82*	-1.4	1	-15	-1.8
CC1CC(C)CN(C(=O)/C=C/c2ccc([N+](=O)[O-])s2)C1 (centres undefined)	3	8	-8	-0.5	16	-1.0	1	-5	-0.3
O=C(c1ccco1)N1CCN=C1SCc1cccc(Cl)c1	-3	2	-12	0.0	19	-0.4	-1	-22	-0.5
Cc1ccc(C(=O)O)cc1N1C(=O)CCCC1=O	5	4	-20	0.6	-15	1.6	-2	2	0.8
CSc1ccc(N2CCN(CCCNC(=O)Nc3ccccc3F)CC2)cc1	-12	28	-13	1.6	5	0.7	-5	1	0.2
CCOC(=O)Cn1nc(C)n(-c2ccc(Br)cc2)c1=O	-10	-10	-8	0.6	9	2.1	-1	-28	0.4
Cc1ccc(/C=C/C(=O)Nc2ccc(N(C)C)cc2)o1	1	20	-9	-0.5	13	-1.3	6	-90	-1.5

Assay outcomes: PubChem BioAssay, several laboratories
